# Screening data from PubChem BioAssay.
# MrgX1 PAM: positive allosteric modulators of MrgX1, primary screen, HEK293 cells, Fluo-4 calcium flux. Mas-related G-protein coupled receptor member X1 (Homo sapiens), Q96LB2. FDSS; active compounds read high. B-score at 10 µM. hit rate 0.63% among 310,000;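 active = plate-corrected calcium response at least 3 library SD above typical, normal starting fluorescence, not activating the receptor alone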;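 also: compound read alongside a low EC10 to EC30 dose of BAM8-22 agonist; peak minus trough fluorescence over baseline measured at the second addition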
# Platelet DG rel: inhibitors of platelet dense granule secretion, primary screen, cell-based, MLPCN, human platelets; human platelet-rich plasma, SFLLRN dense granule ATP release, luminescence; inhibition, %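 (compounds screened at 7.5 µM in platelet-rich plasma)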; hit rate 0.22% among 300,000;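 active = mean replicate score, as percent of positive control, at or above 50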
# TRPC4 inh: inhibitors of mouse TRPC4 channel, primary screen, Fluo4 calcium, HEK293 TRPC4beta/mu-opioid cells | Short transient receptor potential channel 4 (Mus musculus), Q9QUQ5 | DAMGO-evoked Fluo4 calcium flux; active compounds read low | B-score at 10 µM | hit rate 0.39% among 300,000;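 active = B-score over 3 SD under the library average, no early fluorescence shift, positive overall ratio signal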
# Target sequence (Q9QUQ5 whole entry, looked up): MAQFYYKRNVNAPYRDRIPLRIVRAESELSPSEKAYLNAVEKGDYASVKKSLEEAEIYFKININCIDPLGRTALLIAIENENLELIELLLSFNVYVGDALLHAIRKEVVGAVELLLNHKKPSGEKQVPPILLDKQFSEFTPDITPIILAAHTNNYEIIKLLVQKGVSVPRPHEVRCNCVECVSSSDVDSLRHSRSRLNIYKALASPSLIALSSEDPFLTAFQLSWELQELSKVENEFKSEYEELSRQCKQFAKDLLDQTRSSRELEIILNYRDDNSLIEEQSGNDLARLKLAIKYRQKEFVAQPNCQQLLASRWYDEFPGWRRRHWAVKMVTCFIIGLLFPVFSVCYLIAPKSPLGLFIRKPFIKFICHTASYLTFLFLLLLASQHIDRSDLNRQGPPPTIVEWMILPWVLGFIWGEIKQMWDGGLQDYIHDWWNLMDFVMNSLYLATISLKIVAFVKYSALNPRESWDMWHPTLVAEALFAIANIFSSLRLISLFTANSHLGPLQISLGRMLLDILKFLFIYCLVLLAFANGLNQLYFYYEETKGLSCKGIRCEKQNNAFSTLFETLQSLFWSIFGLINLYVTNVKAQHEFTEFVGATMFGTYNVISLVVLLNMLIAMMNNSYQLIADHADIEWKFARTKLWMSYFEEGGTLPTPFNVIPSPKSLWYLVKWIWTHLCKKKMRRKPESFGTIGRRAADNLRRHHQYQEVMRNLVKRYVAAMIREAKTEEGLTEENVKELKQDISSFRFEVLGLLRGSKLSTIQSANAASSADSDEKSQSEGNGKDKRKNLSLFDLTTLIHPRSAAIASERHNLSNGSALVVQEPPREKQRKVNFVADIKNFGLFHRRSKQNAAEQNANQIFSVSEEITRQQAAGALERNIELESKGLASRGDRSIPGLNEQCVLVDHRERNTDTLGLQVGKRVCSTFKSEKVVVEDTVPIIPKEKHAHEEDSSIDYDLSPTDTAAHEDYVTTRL
#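 Assay system: Stable TRPC4beta/mu-opioid receptor HEK293 cells | Reagent: DAMGO in two steps, submaximal then maximal | Compound dosing: Single concentration per test compound | Signal: Fluo4 Ca2+ flux fluorescence | Evaluation: Per-well B score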
# RGS4 pot: RGS4 potentiators or activators, primary screen, cell-based, HEK293 M3R inducible RGS4, calcium flux; B-score at 10 µM; AID 463111, 2010; carbachol calcium flux Fluo4; active compounds read low; hit rate 0.92% among 310,000;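 active = B-score of the integrated calcium signal more than 4 SD below the library mean, with starting fluorescence not abnormally high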;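 also: negative B-score means reduced calcium response which marks RGS4 activation or potentiation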
#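 Detection: kinetic calcium fluorescence imaging with Fluo4-AM dye, 2 µM / Material: HEK293 cells with stable M3R and inducible RGS4 / Schedule: recording 10 s baseline at 1 Hz, 100 s post-agonist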
# TRPC6 inh: mouse TRPC6 channel inhibitors, primary screen, cell-based, HEK293, membrane potential dye | Short transient receptor potential channel 6 (Mus musculus), Q61143 | ACh-evoked depolarization; active compounds read low | B-score at 10 µM | hit rate 1.1% among 310,000;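 active = B-score under library mean minus 3 SD, initial fluorescence not abnormally high, positive integrated signal ratio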;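 also: B-score derived from integrated fluorescence ratio over the kinetic read; more negative B-score means stronger inhibition of depolarization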
# SKKanGAS inh: S. pyogenes SKKanGAS growth inhibitors in kanamycin, primary screen, streptokinase expression inhibitor project, SKKanGAS strain, BacTiter-Glo luminescence | AID 1662, 2009 | inhibition, % at 7.5 µM | hit rate 1.3% among 300,000 | 6 h;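 active = mean replicate score, as percent of positive control median, at least 50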;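 also: strain carries kanamycin resistance gene driven by streptokinase promoter and grows in 40 µg/ml kanamycin; loss of luminescence reflects streptokinase promoter inhibition or plain growth inhibition; 0% = median of DMSO wells and 100% = positive control at its reference dose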
# MrgX1 antagonist: antagonists of human MrgX1 receptor, primary screen, HEK293 cells, Fluo-4 calcium flux; BAM8-22 antagonism; active compounds read low; B-score at 10 µM; hit rate 1.3% among 310,000; AID 588676, 2011;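 active = calcium-response B-score plate-corrected more than 3 library SD below zero, starting fluorescence within 5 deviations, no agonist response on first addition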;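 also: peak minus trough fluorescence over baseline after final BAM8-22 challenge near maximal dose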
# MrgX1 agonist: agonists of human MrgX1 receptor, primary screen, HEK293 cells, Fluo-4 calcium flux; Fluo-4 calcium fluorescence, agonist mode; active compounds read high; hit rate 0.44% among 310,000; Mas-related G-protein coupled receptor member X1 (Homo sapiens), Q96LB2; B-score at 10 µM;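 active = calcium response B-score plate-corrected fluorescence ratio at least 3 library SD, with starting fluorescence B-score inside 5 SD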
#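 Material: MrgX1-expressing HEK293 cells; input: 15,000 cells per well; doses: test compound given as first of three sequential additions; schedule: overnight plating before 1 h dye loading; technique: Fluo-4 NW calcium-flux fluorescence, kinetic read; evaluation: baseline-normalised fluorescence change ratio, B-scored; control set: plate-wise positive and negative controls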
# HIF activator: HIF pathway transcriptional activators, primary screen, cell-based, U2OS HRE-luciferase, luminescence; U2OS HRE-luciferase reporter; normalized: DMSO 0%, desferrioxamine 100%; activation, % at 7.5 µM (by protocol); hit rate 0.32% among 300,000;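 active = mean activation of at least 10% of the iron chelator positive control signal, with at least half of replicates also reaching 10%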
# RGS4 block: RGS4 inhibitors, primary screen, cell-based, HEK293 M3R inducible RGS4, calcium flux. Regulator of G-protein signaling 4 (Homo sapiens), P49798. hit rate 0.45% among 310,000. B-score at 10 µM. Fluo-4 calcium flux; active compounds read high; triggered by carbachol at its EC20;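 active = B-score, a plate-corrected calcium signal, over three deviations above library mean, with baseline fluorescence within five deviations of library mean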;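 also: RGS4 expression induced by doxycycline in cells with stable M3 receptor; B-score is computed from the integrated fluorescence ratio over baseline after carbachol; higher B-score means a larger calcium signal and so more RGS4 inhibition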
# TRPC6 activator: mouse TRPC6 channel activators, primary screen, cell-based, HEK293, membrane potential dye; Short transient receptor potential channel 6 (Mus musculus), Q61143; hit rate 0.13% among 310,000; AID 2550, 2010; HEK293-TRPC6 membrane potential dye fluorescence; active compounds read high; B-score at 10 µM;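 active = B-score of the integrated fluorescence ratio above library mean plus 3 SD, and starting fluorescence ratio within library mean plus 5 SD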;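 also: higher score means more depolarization so channel activation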
# * marks the source's active call; other numbers are inactive results; i = inactive; . = not tested or not shown.
SMILES,MrgX1 PAM,Platelet DG rel,TRPC4 inh,RGS4 pot,TRPC6 inh,SKKanGAS inh,MrgX1 antagonist,MrgX1 agonist,HIF activator,RGS4 block,TRPC6 activator
COc1ccc(C2(c3ccc(OC)cc3)NC(=O)N(CC(=O)Nc3ccc(OC(F)F)cc3)C2=O)cc1,i,10,i,i,i,21,i,i,-0.2,i,i
O=C(Nc1ccc(N2CCCC2)cc1)c1cc(Cl)ccc1Cl,i,0,i,i,i,4,i,i,2.3,i,i
COc1ccc(/C=C2\SC(N)=NC2=O)cc1Br,i,-6,i,i,i,16,i,i,-12,i,i
CCOC(=O)Cn1c(-c2nonc2NC(=O)c2ccccc2F)nc2ccccc21,i,-3,i,i,i,2,i,i,-2.7,i,i
COc1ccc(Cl)cc1N1CCN(CCNC(=O)Nc2ccccc2C)CC1,i,0,i,i,i,4,i,i,0.3,i,i
N#Cc1c(N)n[nH]c1Cc1cccc2ccccc12,i,-2,i,i,i,6,i,i,0.8,i,i
O=C1COc2ccc(C(=O)COc3ccc([N+](=O)[O-])cc3)cc2N1,i,2,i,i,i,-8,i,i,0.0,i,i
O=C(NCc1ccccc1)C(c1ccc(F)cc1)N(C(=O)c1csnn1)C1CC1 (stereo not drawn),i,0,i,i,i,0,i,i,1.0,i,i
CN(c1ncc(C(F)(F)F)cc1Cl)N1C(=O)c2cccc([N+](=O)[O-])c2C1=O,i,13,i,i,i,-3,i,i,0.2,i,i
CCN(CC)S(=O)(=O)c1ccc2c(c1)N(CC(=O)NCC1CCCO1)C(=O)CO2 (stereo not drawn),i,1,i,i,i,-1,i,i,0.0,i,i
O=[N+]([O-])c1cccc(-c2nc(Oc3ccc(Cl)cc3)c3ccccc3n2)c1,i,-3,i,i,i,-3,i,i,0.1,i,i
O=C1/C(=C\c2ccco2)SC(=S)N1c1ccccc1,i,-2,i,i,i,-2,i,i,0.3,i,i
COc1cccc(C(=O)NCC(=O)N2CCC3(CC2)NCCc2[nH]cnc23)c1OC,i,4,i,i,i,-4,i,i,-0.3,i,i
CCOc1cc(C2NC(=O)NC(O)(C(F)(F)F)C2C(=O)c2ccc(OC)cc2)ccc1O (stereo not drawn),i,1,i,i,i,-4,i,i,-0.3,i,i
COc1ccc(C2=C(O)C(C)N(c3ccccc3)C2=N)cc1OC (stereo not drawn),i,5,i,i,i,1,i,i,.,i,i
C=CCn1c(SCC(=O)Nc2ccc3c(c2)OCO3)nnc1-c1ccccc1OC,i,-2,i,i,i,5,i,i,0.0,i,i
CC(=O)Nc1nc(C)c(C(C)(C)C)s1,i,2,i,i,i,-10,i,i,0.0,i,i
C[C@H](NC(=O)c1nc[nH]c1C(=O)N1CCNCC1)C(=O)OC(C)(C)C,i,-1,i,i,i,-2,i,i,0.2,i,i
Cc1c(Cl)cccc1NC(=O)c1cc(S(=O)(=O)N2CCOCC2)cn1C,i,-4,i,i,i,-3,i,i,0.2,i,i
c1ccc(-c2nc(-c3ccccn3)nc(-c3ccccn3)n2)nc1,i,-26,i,i,-6.7*,2,i,i,-0.4,i,i
Nc1c2c(nc3ccn(Cc4ccccc4)c(=O)c13)CCC2,i,1,i,i,-7.5*,8,i,i,0.4,i,i
CCN(CC)S(=O)(=O)c1ccc(N)cc1,i,-1,i,i,i,1,i,i,-0.3,i,i
CCCCn1c(N)c(N(CC(C)C)C(=O)C2CCN(S(=O)(=O)c3ccc(C)cc3)CC2)c(=O)[nH]c1=O,i,6,i,i,i,2,i,i,-0.5,i,i
CSc1nc(C)cc(C)c1C(N)=O,i,-3,i,i,i,-3,i,i,0.1,i,i
Cc1cc(C)cc(C(=O)OCC(=O)NC2CCCC2)c1,i,-11,i,i,i,-2,i,i,-1.0,i,i
Cn1cc(CNC(=O)c2ccc(OC3CCN(Cc4ccccn4)CC3)cc2)cn1,i,4,i,i,i,-3,i,i,-0.6,i,i
O=C(OCC(=O)N1CCN(C(=O)COC(=O)c2ccc(O)cc2O)CC1)c1ccc(O)cc1O,i,32,i,i,i,3,i,i,0.2,i,i
CC(=O)NC(=S)Nc1ccc(NC(=O)COc2ccc(Cl)cc2)cc1,i,-1,i,i,i,3,i,i,0.4,i,i
Cc1ccc(S(=O)(=O)NCCn2nc(C)cc2C)cc1,i,2,i,i,i,-1,i,i,0.0,i,i
CN1CCc2c(sc(NC(=O)c3ccc([N+](=O)[O-])o3)c2C(N)=O)C1,i,21,i,i,i,20,i,i,-2.4,i,i
CC(=O)c1cnc(SCC(=O)O)nc1C,i,-7,i,i,i,6,i,i,0.3,i,i
CCCCc1c(O)nc(SCC(=O)N2CCOCC2)n(-c2ccc(OC)cc2)c1=O,i,6,i,i,i,1,i,i,-0.1,i,i
Cc1cc(/C(N)=N/OC(=O)Nc2ccc(Cl)cc2)no1,i,-2,i,i,i,-2,i,i,4.7,i,i
O=C(NCCCc1ccncc1)C1CCC(=O)N(Cc2cccc(C(F)(F)F)c2)C1 (stereo not drawn),i,-9,i,i,i,-9,i,i,0.3,i,i
O=C1NC(=S)S/C1=C\c1ccc2ccccc2c1,i,0,i,i,i,13,-4.9*,i,-5.0,i,i
O=C(c1cccc2ccccc12)C1CCCN(C(=O)CCCn2cncn2)C1 (stereo not drawn),i,3,i,i,i,-4,i,i,0.5,i,i
COC(=O)Cc1c(O)ccn(CCc2c[nH]c3ccccc23)c1=O,i,13,i,i,i,-2,i,i,0.2,i,i
CCn1c(NC(=O)c2ccc(F)cc2)c2ccccc2nc1=O,i,6,i,i,i,6,i,i,-0.4,i,i
Cc1ccc2nc(SCC(=O)NCCc3ccccc3)nc(=O)n2c1,i,-22,i,i,i,4,i,i,0.5,i,i
O=C(c1ccco1)N1CCN(c2ncnc3c(-c4ccccc4)nsc23)CC1,i,1,i,i,i,15,i,i,4.6,i,i
Cc1ccc(NC(=O)Nc2ccccc2C(N)=O)cc1,i,22,i,i,i,4,i,i,1.5,i,i
COCCNC(=O)c1cc(-c2ccccc2)nn1CC1CC(c2cccc([N+](=O)[O-])c2)=NO1 (stereo not drawn),i,2,i,i,i,3,i,i,-0.4,i,i
Cc1csc(N/N=C/c2ccc([N+](=O)[O-])cc2)n1,i,-3,i,i,i,5,i,i,1.3,i,i
CCOC(=O)N1CCN(C(=O)c2ccccc2NC(=O)c2ccc(Br)cc2)CC1,i,8,i,i,i,2,i,i,0.1,i,i
CC(C)(C)S(=O)(=O)c1cnc2c(-c3ccc(F)cc3)cnn2c1N,i,-2,i,i,i,7,i,i,0.3,i,i
CCC(Sc1ccc2nnc(-c3ccc(F)cc3)n2n1)C(=O)O (stereo not drawn),i,-9,i,i,i,5,i,i,-0.2,i,i
CCOC(=O)c1c(NC(=O)COC(=O)c2ccc([N+](=O)[O-])cc2)sc(C(=O)N(C)C)c1C,i,0,i,i,i,17,i,i,-1.3,i,i
COc1ccc2c(c1)c(=O)oc1cc(OC(C(=O)O)c3ccccc3)ccc12 (stereo not drawn),i,4,i,i,i,14,i,i,1.3,i,i
CN(c1ccccc1)S(=O)(=O)c1ccc(NC(=O)c2cccs2)cc1,i,-7,i,i,i,-5,i,i,0.2,i,i
Cc1nnc2sc(SCc3ccc(Br)cc3)nn2c1=O,i,1,i,i,i,0,i,i,-0.5,i,i
Cc1nc(N)nc(Cl)c1Cc1ccc(Cl)cc1,i,1,i,i,i,0,i,i,-0.3,i,i
COC(=O)[C@@H]1[C@H](CCc2ccccc2)NC(=O)N(Cc2ccccc2)[C@@H]1C,i,0,i,i,i,4,i,i,-1.1,i,i
O=C1NC(c2cccs2)C(C(=O)c2ccccc2)C(O)(C(F)(F)F)N1 (stereo not drawn),i,4,i,i,i,1,i,i,-0.6,i,i
C=CCc1c(C)nc(-c2ccccc2)nc1N/N=C/c1ccccc1,i,-2,i,i,i,-3,i,i,0.0,i,i
COc1ccc2nc(C)cc(Nc3ccc(C(=O)O)cc3)c2c1,i,-5,i,i,i,0,i,i,-22,i,i
Cc1ccc(-c2cn3cccnc3n2)cc1,i,18,i,i,i,4,i,i,3.0,i,i
COc1ccc(C(CNC(=O)Cc2cc(OC)c(OC)c(OC)c2)N2CCCC2)cc1 (stereo not drawn),i,-1,i,i,i,-5,i,i,0.3,i,i
COC(=O)c1sc2cnccc2c1N,i,2,i,i,i,0,i,i,0.1,i,i
CCOC(=O)c1[nH]c2ccc(OC)cc2c1NC(=O)CCN1CCCC(C)C1 (stereo not drawn),i,4,i,i,i,-2,i,i,0.1,i,i
CCn1c(=O)[nH]c(=O)c2c(N)c(C(=O)c3cc(F)ccc3F)sc21,i,2,i,i,i,5,i,i,0.0,i,i
# More structures follow:
SMILES,MrgX1 PAM,Platelet DG rel,TRPC4 inh,RGS4 pot,TRPC6 inh,SKKanGAS inh,MrgX1 antagonist,MrgX1 agonist,HIF activator,RGS4 block,TRPC6 activator
O=C(NCc1ccccc1)/C(=C/c1ccc(OC(F)F)cc1)c1ccccc1,i,-1,i,i,i,22,i,i,-0.7,i,i
CC(=O)c1cccc(N(C(=O)CNC(=O)c2ccco2)C(C(=O)NC2CCCC2)c2ccc(C)o2)c1 (stereo not drawn),i,-1,i,i,i,-4,i,i,-0.5,i,i
CSc1ccccc1N=Cc1nc(-c2ccccc2)oc1O,i,2,i,i,i,9,i,i,3.0,i,i
CCOc1cc(/C=C2\SC(=S)N(N3CCOCC3)C2=O)ccc1O,i,2,i,i,i,2,i,i,-0.3,i,i
COC(=O)NN1C(=O)C(c2ccccc2)=C(c2ccc(Cl)cc2)C1=O,i,12,i,i,i,-7,i,i,0.1,i,i
